Integrin act MD: activates integrin-mediated alleviation for muscular dystrophy; alpha7betagal myoblasts, beta-gal FDG fluorescence, 48 h; Potency, µM (series often up to 38.3 µM), for the others: at the highest dose activation, actives largely listed as activators; 0.064% of 350,000 active;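 also: potency is read from the fitted curve at half-maximal effect; 100% = response of the positive control SU9516; nearly all actives have a fitted effect of over 60% in size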
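alpha7betagal+/- myoblasts (passage 13, 250/well) treated 48 h at 37C with compounds at 1:260 dilution of DMSO stock. Lysed, then beta-galactosidase activity read as FDG fluorescence (ex 480/em 540) after 30 min, with pre-read for autofluorescence.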
USP2a block: blocks human ubiquitin-specific protease USP2a; O75604; USP2 core, Ub-CHOP2 coupled fluorogenic reporter, 485/531; Potency, µM (titrated, usually from 38.3 µM), for the others: at the top dose activity change, negative = inhibition, hits mostly inhibitors; 0.01% of 330,000 active;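 also: potency is read from the fitted curve at half-maximal effect; plate controls were DMSO wells for no effect and full inhibition by NEM control for full effect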
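Deubiquitinase activity read as fluorescence (485/531 nm) after Ub-CHOP2 cleavage activates the enterokinase reporter on its substrate; USP2 core 10nM, Ub-CHOP2 and substrate 25nM each, 30min compound preincubation then 60min RT; data normalized to NEM, curves fitted.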
B2AR arrestin: beta2AR (human) beta-arrestin recruitment activity; P07550; beta-arrestin recruitment to beta2AR, cell-based reporter; Potency, µM (highest dose often 46.1 µM), without a hit: at the highest dose activation, most hits filed as activators; 0.02% of 330,000 active; AID 492947;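 also: potency is read from the fitted curve at half-maximal effect; 0% = DMSO controls and full agonism = EC100 isoproterenol or metaproterenol; nearly all actives have a fitted effect of over 65% in size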
uPA surface inh: cell surface uPA generation inhibition; Potency, µM (top dose mostly 38.3 µM), for the others: at the top dose activity change, negative = inhibition, hits mostly inhibitors; 0.31% of 330,000 active; cell surface uPA generation assay, qHTS; active = well fitted inhibition curve with a large enough effect; inconclusive = small, poorly fitted or top-dose-only effect; inactive = no such curve, though single readings can be large or run the other way; tested in mouse RAW 264.7 cells; also: potency is read from the fitted curve at half-maximal effect; % is scaled to controls: 0 for no effect and ±100 for the full control effect; nearly all actives have a fitted effect of over 55% in size
S-ASM inh: inhibitors of human secretory acid sphingomyelinase | placental ASM, HMU-PC fluorogenic substrate, 60 min | Potency, µM (series often up to 57.5 µM), without a hit: at the top dose activity change, negative = inhibition, usual class: inhibitors | 0.006% of 340,000 active; also: potency is read from the fitted curve at half-maximal effect
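Steps: dispense placental human ASM, pin compound, wait 10 min at room temperature, add HMU-PC0 substrate at 9 uM final, incubate 60 min at 37 °C, add stop solution raising pH to 10, read fluorescence.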
p53 reactivation: restores transcriptional activity of mutant p53. H1299 p53-A138V BP100-luciferase reporter, luminescence, 24 h. Potency, µM (titrated, usually from 92.2 µM), inactives show top-dose activity change, positive = activation, actives largely listed as activators. 0.063% of 320,000 active; also: potency is read from the fitted curve at half-maximal effect; % of control where 0% means no effect; nearly all actives have a fitted effect of over 45% in size
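H1299 (p53-null), stable ts p53-A138V + BP100-Luc; 1000 cells/well, Opti-MEM/10% FBS; cpd 4 pt, 1:5; 24 h, 37 deg C, 5% CO2; detection reagent 10 min RT; luminescence.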
TRPV1 agonist: activates the human vanilloid receptor TRPV1. TRPV1-expressing cells, Fluo-8 calcium influx, agonist mode. AID 540275. activation, % at 8.33 µM. Q8NER1. 0.19% of 320,000 active; in the data active = activation above about 80%; inconclusive = between about 30% and that limit; also: 0% is about no effect
Target sequence (Q8NER1 whole entry, looked up): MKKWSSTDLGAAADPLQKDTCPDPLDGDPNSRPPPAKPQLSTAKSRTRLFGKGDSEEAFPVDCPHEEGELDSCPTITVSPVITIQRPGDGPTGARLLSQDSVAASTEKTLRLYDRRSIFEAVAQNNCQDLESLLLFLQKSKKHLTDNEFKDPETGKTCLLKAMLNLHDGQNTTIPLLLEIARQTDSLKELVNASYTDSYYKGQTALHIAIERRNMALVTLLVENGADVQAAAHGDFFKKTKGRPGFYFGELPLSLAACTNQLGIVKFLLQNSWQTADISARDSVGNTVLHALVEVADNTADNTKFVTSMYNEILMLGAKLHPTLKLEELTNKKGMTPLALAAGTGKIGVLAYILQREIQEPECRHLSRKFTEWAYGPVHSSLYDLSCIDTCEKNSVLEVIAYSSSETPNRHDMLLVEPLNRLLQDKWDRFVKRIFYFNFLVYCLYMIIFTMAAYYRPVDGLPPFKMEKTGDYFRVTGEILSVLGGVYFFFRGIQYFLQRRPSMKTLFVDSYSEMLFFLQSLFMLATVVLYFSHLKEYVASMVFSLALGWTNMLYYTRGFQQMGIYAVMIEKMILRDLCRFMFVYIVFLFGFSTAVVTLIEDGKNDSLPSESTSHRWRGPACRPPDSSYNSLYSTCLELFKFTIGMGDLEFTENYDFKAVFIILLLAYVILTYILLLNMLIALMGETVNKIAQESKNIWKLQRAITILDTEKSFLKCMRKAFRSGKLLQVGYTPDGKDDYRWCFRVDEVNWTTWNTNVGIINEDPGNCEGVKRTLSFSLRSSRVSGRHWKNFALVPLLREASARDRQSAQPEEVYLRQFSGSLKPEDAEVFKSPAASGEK
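Fluo-8 calcium influx in TRPV1-expressing cells, kinetic read (ex 480/em 520 nm). Compound added and read 3 min for agonist activity, followed by capsaicin at EC20 final and 2 min further read for enhancement.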
BRCA1 expr up: BRCA1 expression activation; MCF7-BRCA1-FFLuc reporter, luminescence, 48 h; response scale: scaled: vehicle 0%, 10 µM genistein 100%; Potency, µM (highest dose often 46.1 µM), inactives show at the top dose activation, actives largely listed as activators; 1.1% of 380,000 active; also: potency is read from the fitted curve at half-maximal effect; nearly all actives have a fitted effect of over 80% in size; some results filed as inactive show a strong effect at the top dose
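Cells: MCF7-BRCA1-FFLuc, 2000/well. Exposure: 48 h, 37 °C, 5% CO2. Read: luminescence, 15 min post-substrate. Controls: genistein 10 microM (maximal activation), DMSO (neutral).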
Eya2 inh: Eya2 (human) phosphatase inhibition; O00167; recombinant Eya2, OMFP fluorescence dephosphorylation (OMFP is methylfluorescein phosphate); Potency, µM (series often up to 76.9 µM), for inactives: at the highest dose activity, negative = inhibition, hits mostly inhibitors; 0.006% of 330,000 active; also: potency is read from the fitted curve at half-maximal effect; % is scaled to controls: 0 for no effect and ±100 for the full control effect
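Eya2 protein (added as 0.2 uM solution) was preincubated with compound for 10 min at ambient temperature in 50 mM HEPES pH 7.5, 50 mM NaCl, 5 uM MgCl2, 0.05% BSA, 1 mM DTT. OMFP (added at 50 uM) then reacted 10 min; fluorescence read at 485/525 nm.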
ELG1 genotox: induces genotoxicity in HEK293T cells with luciferase-tagged ELG1; Potency, µM (top dose mostly 46 µM), inactives show at the top dose activity change, positive = activation, most hits filed as activators; HEK293T ELG1-luciferase reporter, luminescence, 16 h; AID 504466; 1.3% of 330,000 active; also: potency is read from the fitted curve at half-maximal effect; % of control where 0% means no effect; nearly all actives have a fitted effect of over 60% in size
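DMSO vehicle served as control against compound-treated ELG1-luciferase HEK293T cells; exposure lasted 16 hr at 37 °C and 5% CO2, followed by ONE-Glo luminescence detection after 30 min.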
PTAP TSG101 blk: blocks PTAP/TSG101 interaction to inhibit HIV-1 budding; Fluorescence polarization, FITC-PTAP peptide / Tsg101 binding; Potency, µM (highest dose often 115 µM), inactives show top-dose activity change, negative = inhibition, most hits filed as inhibitors; 340,000 tested, under 10 active; active = well fitted inhibition curve with a large enough effect in the main read-out, with a control signal flat, not every such curve was filed as active; inconclusive = small, poorly fitted or top-dose-only effect, or effect the other way, or a change in a side signal; inactive = no such curve, though single readings can be large or run the other way; also: potency is read from the fitted curve at half-maximal effect; % of control where 0% means no effect
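Fluorescence polarization binding of Tsg101 binding domain (10 uM final) to FITC-labeled PTAP peptide (50 nM final) in HEPES pH 7.5 buffer with NaCl, Tween 20, EDTA, TCEP. Compounds added before peptide; binding 20 min at RT.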
* hit, by the source's call; ? = inconclusive; . = not tested or not shown; [ ] = dose if it differs, or a comment. Unless noted, calls follow the shape of the dose curve; as a rule, active = well fitted curve in the direction sought with a large enough effect; inconclusive = small, poorly fitted or top-dose-only effect, or another doubt; inactive = no such curve, though single readings can be large; an effect the other way counts as inactive or inconclusive.

SMILES | Integrin act MD | USP2a block | B2AR arrestin | uPA surface inh | S-ASM inh | p53 reactivation | TRPV1 agonist | BRCA1 expr up | Eya2 inh | ELG1 genotox | PTAP TSG101 blk
CC(=O)NC(Cc1ccccc1)C(=O)N1CCN(C(=S)NCC(C)C)CC1 (stereo unspecified) | -2% | 4% | 0.0% | -6% | 6% | 0% | -2 | 1% | 10% | 0% | 0%
O=C(Cn1cnc2ccccc21)Nc1ccc2c(c1)OCCCO2 | 8% | 1% | -0.8% | ? | 4% | ? | 0 | 13% | -1% | 3% | 0%
CC(NC(=O)C1CCCN(C(=O)N(C)C)C1)c1ccccc1 (stereo unspecified) | 9% | 5% | 0.3% | . | 2% | -3% | 2 | 1% | -16% | -2% | -6%
CCN(CC)C(=O)CSc1nc(O)c(Cc2ccccc2)c(=O)n1-c1ccccc1 | -4% | -4% | -0.7% | 2% | 1% | -4% | 1 | 15% | 7% | 0% | -2%
COc1ccc(-c2cc(CCCC(=O)NCCc3ccc(OC)cc3OC)no2)cc1 | -10% | 4% | -0.8% | -3% | -3% | -4% | 12 | -26% | -13% | -8% | -3%
CC(C)S(=O)(=O)c1csc(C(=O)NNC(=O)Nc2ccccc2)c1Cl | -3% | 1% | 3.7% | -2% | . | 8% | 2 | 0% | 7% | -3% | 1%
O=C(COC(=O)CNC(=O)c1ccc(Cl)cc1Cl)NNC(=O)c1ccccc1F | 13% | 0% | -0.6% | 3% | 3% | 6% | . | 1% | -34% | 0% | 0%
COc1ccc2c(c1)c(C(C)=O)c(C)n2-c1ccccc1OC | -9% | . | . | 6% | 0% | . | . | -36% | . | . | 0%
COC(=O)c1[nH]c2ccc(F)cc2c1NC(=O)CCN1CC(C)OC(C)C1 (stereo unspecified) | 5% | -1% | -1.1% | -3% | 5% | -31%[inhibitor] | 18 | 9% | 16% | 0% | -4%
CCC(OC(=O)c1cccs1)C(=O)NCc1ccc2c(c1)OCO2 (stereo unspecified) | 1% | 4% | -0.5% | 0% | -1% | -2% | 4 | 7% | 0% | -2% | -6%
CC1(C)CC(=O)C(C=Nc2ccccc2)=C(O)C1 | 0% | -1% | -0.3% | -2% | -1% | 2% | 23 | 4% | -2% | -1% | 0%
Cc1ccc(CNC(=O)CCCN2C(=S)NC(C)(C)CC2C)cc1 (stereo unspecified) | -10% | 3% | 0.2% | 3% | 0% | -1% | 3 | -3% | ? | 2% | -1%
Cc1nn(CCCC(=O)Nc2nccs2)c(C)c1[N+](=O)[O-] | 16% | -1% | 0.1% | -3% | -1% | 2% | 0 | 10% | -7% | 9% | 0%
CSc1cccc(NC(=S)N(CCCN2CCC(C)CC2)Cc2cccs2)c1 | -51%[inhibitor] | 0% | -0.3% | -3% | 13% | 18% | 8 | -41% | -1% | -6% | -2%
O=C(OCc1ccc([N+](=O)[O-])cc1)c1ccccn1 | 3% | 2% | 0.2% | 5% | -1% | 1% | -3 | 17% | -6% | 0% | 0%
CCOC(=O)CN(C(=O)CNC(=O)c1cccs1)C(C(=O)NC1CCCCC1)c1cccnc1 (stereo unspecified) | 8% | 2% | -0.6% | 4% | 3% | -2% | -1 | -13% | 4% | 0% | -1%
CC(=O)Nc1ccc(S(=O)(=O)NCCC(=O)Nc2ccc(C)c(Cl)c2)cc1 | 14% | 0% | -0.6% | 6% | -2% | -2% | -5 | -1% | 3% | -1% | -3%
Cc1cccc(C)c1NC(=O)CN(C)C(=O)c1ccc2c(=O)n3c(nc2c1)CCC3 | 10% | 0% | 0.4% | -2% | 1% | 3% | 0 | 10% | -15% | 0% | 1%
CCn1c(=O)c2cc(S(=O)(=O)NC3CCCCC3)ccc2n(CC)c1=O | 11% | -1% | 0.9% | 9% | -1% | 24% | -10 | -4% | 0% | -5% | -10%
O=C(N/N=C/c1cc([N+](=O)[O-])ccc1O)C12CC3CC(CC(C3)C1)C2 | -11% | 2% | -0.3% | -6% | -2% | -4% | 23 | -25% | 13% | 5% | -3%
O=C1CCCc2c1ccc1ccccc21 | 8% | . | . | -5% | -6% | . | . | 23% | . | . | -1%
O=C(COc1ccccc1)Nc1nnc(-c2ccco2)o1 | 19% | 2% | -0.2% | 1% | 4% | -2% | -6 | 15% | 5% | 7% | -2%
COc1cccc(CNC(=O)CCNS(=O)(=O)c2ccc(C)cc2)c1 | 16% | 0% | 0.0% | -3% | 3% | -4% | -3 | 0% | -2% | 3% | -1%
Cc1cc2nc(-c3ccc(SCC(=O)Nc4ccc(S(=O)(=O)N5CCCC5)cc4)nc3)[nH]c2cc1C | -24% | -3% | -0.5% | -15% | 16% | -6% | -2 | ? | -1% | ? | 16%
CC1=C(C(=O)Nc2ccccc2)C(c2cccs2)n2nnnc2N1 (stereo unspecified) | -25% | 0% | -0.2% | -7% | 7% | -9% | 1 | 0% | -11% | -1% | -5%
O=C(NCCc1ccccc1)/C(=C\c1ccc([N+](=O)[O-])cc1)NC(=O)c1ccco1 | 3% | 5% | -0.5% | 5% | -4% | ? | 17 | -25% | 7% | -4% | 0%
CN(CC(=O)O/N=C(\N)c1ccc(Br)cc1)S(=O)(=O)c1ccccc1 | 7% | 0% | -0.7% | -1% | -1% | 10% | 0 | -5% | 0% | -13% | -2%
COc1ccc(/C=N/NC(=O)c2ccc(O)cc2O)cc1CSc1ccccn1 | -1% | -6% | 9.9% | 1% | -23% | 17% | ? | 2% | -10% | 4% | -4%
CCCCc1ccc(NC(=O)N[C@H](C(=O)O)C(C)C)cc1 | 16% | 0% | -0.2% | 1% | 0% | 10% | 1 | 22% | 1% | 1% | 2%
O=C(Cc1c(F)c(F)c(F)c(F)c1F)OC12CC3CC(C1)C(=O)C(C3)C2 | 12% | 0% | 0.5% | 8% | -1% | -7% | 2 | -22% | 13%[15.4 µM] | -8% | -12%
Cn1cc(CN2CCC(n3nccc3NC(=O)c3ccccc3Cl)CC2)c2ccccc21 | -56%[inhibitor] | 0% | 0.3% | 9% | -10% | 2% | 2 | -61% | 7% | 0%[9.26 µM] | -8%
CCOc1ccc(NC(=O)CSc2ncc(-c3ccc(F)cc3)n2Cc2ccco2)cc1 | 2% | -13% | 6.9% | 6% | -7% | -1% | 27 | 1% | -13% | -8% | -6%
CCCC(C)NC(=O)c1c2c(nc3ccccc13)CCC2 (stereo unspecified) | -269%[inhibitor] | 2% | -0.8% | . | -3% | 2% | 0 | 12% | 11% | 1% | 1%
O=C(NCCCN1CCCCC1)c1ccc(CS(=O)c2ccc(Cl)cc2)o1 (stereo unspecified) | -6% | 4% | -0.8% | -14% | 7% | 16% | -2 | 9% | -10% | -1% | -4%
CC(C)N1C(=O)C2C(C(=O)NC3CCCCC3)C3C=CC2(O3)C1C(=O)NC1CCCCC1 (stereo unspecified) | 0% | -1% | -0.9% | 5% | 3% | -28% | -2 | -1% | -2% | 0% | -5%
O=C(OCCOc1ccc(F)cc1)c1ccc(S(=O)(=O)N2CCCC2)cc1 | ? | 3% | 0.5% | -9% | 0% | 12% | 10 | 2% | -15% | 1% | -5%
O=C(NCc1ccccc1)c1onc(CSc2ccc(F)cc2)c1C(=O)NCc1ccccc1 | -25% | . | . | 4% | -4% | . | . | 0% | . | . | 3%
CCOC(=O)CNC(=S)NN(C)C | 27% | -2% | -0.8% | 2% | 0% | 1% | 2 | -16% | 1% | 0% | 0%
CC1(C)CC(=O)C(CC2=C(O)CC(C)(C)CC2=O)C(=O)C1 | -35% | 0% | -0.2% | -1% | 1% | 12% | 2 | -18% | 0%[15.4 µM] | 4% | -1%
COc1ccccc1OCCCn1cc(C#N)c2ccccc21 | -26% | 1% | -0.8% | 12% | -2% | 13% | -2 | -18% | 19% | 3% | 0%
CCN(CC)c1ccc(/C=N/Nc2cccc(C)c2)c(O)c1 | -17% | 2% | 0.4% | 5% | 4% | 8% | 2 | -48% | 9% | 14% | -10%
CCSc1nc2cc(OC)c(OC)cc2c(=O)n1CC | -3% | 0% | -0.2% | -7% | -5% | ? | 4 | -11% | 5% | -15% | 0%
CCCCCCOc1ccc(N2C(=O)CC(SCCN)C2=O)cc1 (stereo unspecified) | 0% | 1% | -0.2% | -1% | -1% | -9% | -3 | 29% | -5% | 2% | -4%

Arranged by value in TRPV1 agonist (descending): three from the list above
Structure | Integrin act MD | B2AR arrestin | uPA surface inh | S-ASM inh | p53 reactivation | TRPV1 agonist | BRCA1 expr up | Eya2 inh | PTAP TSG101 blk
O=C(NCCc1ccccc1)/C(=C\c1ccc([N+](=O)[O-])cc1)NC(=O)c1ccco1 | 3% | -0.5% | 5% | -4% | ? | 17 | -25% | 7% | 0%
O=C(OCCOc1ccc(F)cc1)c1ccc(S(=O)(=O)N2CCCC2)cc1 | ? | 0.5% | -9% | 0% | 12% | 10 | 2% | -15% | -5%
CCOC(=O)CNC(=S)NN(C)C | 27% | -0.8% | 2% | 0% | 1% | 2 | -16% | 1% | 0%

Screening results (PubChem)
